# dFosB act: enhances mouse delta FosB homodimer DNA binding; P13346; purified delta FosB, TAMRA-CDK5 oligo fluorescence polarization; percent of positive-control signal above neutral wells; activation, % at 25 µM; 0.99% of 340,000 active; AID 493131;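 active means mean activation above about 17%, with every replicate also reaching it, limit read from the data, passing the limit was not always enough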;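 further: fluorescence polarization rise as delta FosB binds a TAMRA Cdk5 AP-1 oligo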
# Target sequence (P13346 whole entry, looked up): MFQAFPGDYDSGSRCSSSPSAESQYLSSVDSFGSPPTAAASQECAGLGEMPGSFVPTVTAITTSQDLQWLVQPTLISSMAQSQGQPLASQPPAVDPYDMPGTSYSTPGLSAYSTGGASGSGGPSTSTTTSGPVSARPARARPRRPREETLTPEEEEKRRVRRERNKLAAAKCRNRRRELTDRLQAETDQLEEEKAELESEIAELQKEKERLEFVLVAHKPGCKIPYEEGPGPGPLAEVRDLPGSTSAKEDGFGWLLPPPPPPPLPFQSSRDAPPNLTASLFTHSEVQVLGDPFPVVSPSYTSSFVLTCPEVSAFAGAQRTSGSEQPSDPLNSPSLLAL
# C-LANA FP: blocks KSHV LANA C-terminal domain binding to DNA; MBP-C-LANA/FAM-LBS DNA binding, fluorescence polarization; inhibition, % at 9 µM; 0.078% of 340,000 active; AID 504423;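 active means highest replicate inhibition at or above 60% at 9 µM, even if other replicates fall short; inactive means all replicates below 60% inhibition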;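 further: 0% = neutral control wells and 100% = 4 µM acridine orange control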
# NSD2 inh: inhibitors of human histone methyltransferase NSD2 | AID 743445 | 0.54% of 310,000 active | inhibition, % at 12.5 µM | NSD2 peptide methylation, AlphaScreen, 120 min | O96028; in the data active means inhibition above about 50%
# PvdQ inh: blocks Pseudomonas aeruginosa PvdQ acylase activity; purified PvdQ acylase, fluorescence plate reader; inhibition, % at 10 µM; 0.063% of 340,000 active; AID 488965; in the data active means inhibition above about 30%, passing the limit was not always enough;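 further: 0% = vehicle neutral wells and 100% = reference inhibitor wells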
# RTF Ca sens inh: cardiac RTF calcium desensitization | inhibition, % at 7.15 µM | P19429+P45379 | 0.12% of 340,000 active | IANBD-labeled cardiac RTF, Ca2+ fluorescence;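 active means inhibition above the mean inhibition of all tested compounds plus 3 SD, cut at about 17% in these data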;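 further: assay run at fixed EC70 calcium of 1.6 mM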
# Rtt109 Vps75: C. albicans Rtt109 histone acetyltransferase inhibition | purified Rtt109/Vps75, ThioGlo CoA-SH fluorescence, 4 h | AID 540336 | 0.16% of 330,000 active | inhibition, % at 34.9 µM | Q5AAJ8;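 active means inhibition of at least 50% in every replicate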
# cardiac RTF act: cardiac RTF calcium sensitization; P19429+P45379; IANBD-labeled TnC RTF fluorescence at EC20 calcium; 0% EC20 calcium, 100% full calcium; activation, % at 7.2 µM; 0.24% of 340,000 active;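 active means activation above the mean over all tested compounds plus 3 SD, cut at about 30% in these data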;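 further: rise in fluorescence read as greater calcium sensitivity of cardiac thin filaments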
# SUMO Mot1 rescue: blocks SUMOylation pathway, rescuing yeast Mot1-301 growth | S. cerevisiae Mot1-301 growth rescue, ATP luminescence, 38.5C; percent above DMSO median, 100 means doubled | growth rescue, % at 18.8 µM | 1% of 320,000 active;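 active means every valid replicate shows activation above 250% relative to neutral control wells; inactive means the rest, any valid replicate at or below 250%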;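 further: OY570 slx delta 5 strain wells were the positive control but not used for scaling; some compounds called inactive have numbers as strong as hits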
# PfHsp90 set2: inhibits growth of yeast expressing Plasmodium falciparum Hsp90. 0.32% of 310,000 active. inhibition, % at 9.4 µM. S. cerevisiae expressing PfHsp90, BacTiter-Glo ATP, 48 h; yeast lacking PDR1 and PDR3 efflux regulators;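 active means every replicate shows inhibition above about 80%, whatever the replicate mean, limit read from the data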;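 further: 0% = DMSO neutral controls and 100% = 20 µM radicicol positive controls; yeast relying on Plasmodium falciparum Hsp90 in place of its own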
# Keap1-Nrf2 PPI: inhibitors of human Keap1-Nrf2 protein-protein interaction. Q14145. Keap1 Kelch-Nrf2 peptide fluorescence polarization, 1536-well. inhibition, % at 9.4 µM. 0.15% of 340,000 active; in the data active means inhibition above about 12%;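 further: human Keap1 Kelch domain with fluorescein labeled Nrf2 9mer peptide probe; 0% = neutral control wells and 100% = peptide positive control; higher means more block of Keap1 binding to Nrf2 peptide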
# Target sequence (Q14145 whole entry, looked up, the tested form may be a part): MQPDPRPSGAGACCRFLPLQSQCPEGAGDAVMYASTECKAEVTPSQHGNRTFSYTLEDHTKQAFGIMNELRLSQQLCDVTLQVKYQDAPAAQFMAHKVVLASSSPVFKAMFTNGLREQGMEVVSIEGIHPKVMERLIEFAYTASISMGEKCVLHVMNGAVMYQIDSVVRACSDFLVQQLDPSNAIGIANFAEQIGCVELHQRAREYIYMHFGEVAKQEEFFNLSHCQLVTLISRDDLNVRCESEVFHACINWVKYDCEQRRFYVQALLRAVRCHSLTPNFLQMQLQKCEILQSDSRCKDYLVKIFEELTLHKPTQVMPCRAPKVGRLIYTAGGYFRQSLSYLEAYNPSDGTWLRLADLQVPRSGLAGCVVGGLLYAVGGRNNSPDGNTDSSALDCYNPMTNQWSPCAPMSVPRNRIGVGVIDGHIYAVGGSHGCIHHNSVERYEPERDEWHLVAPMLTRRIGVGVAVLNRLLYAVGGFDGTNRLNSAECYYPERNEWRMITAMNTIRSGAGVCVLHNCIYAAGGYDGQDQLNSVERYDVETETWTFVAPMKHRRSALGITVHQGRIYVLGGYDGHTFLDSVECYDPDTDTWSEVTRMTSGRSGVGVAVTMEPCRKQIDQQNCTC
# CDK5 inh: CDK5/p35 (human) kinase inhibition; Recombinant CDK5/p35, ADP-Glo luminescence, 60 min; Q00535+Q15078; inhibition, % at 10 µM; 0.01% of 330,000 active;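 active means highest replicate inhibition of at least 50% and at least 75% of replicates reaching 50%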;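 further: plate controls were DMSO neutral control for no effect and GW8510 at 10 µM for full effect; many of its hits are not listed in these tables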
# Starred values were filed as active, the others as inactive; . = not tested or not shown. No enrichment for hits; any-hit rate near 3.2%.
SMILES,dFosB act,C-LANA FP,NSD2 inh,PvdQ inh,RTF Ca sens inh,Rtt109 Vps75,cardiac RTF act,SUMO Mot1 rescue,PfHsp90 set2,Keap1-Nrf2 PPI,CDK5 inh
Cc1ccc(CC(=O)Nc2ccc([N+](=O)[O-])cc2C)cc1,0,-1.2,-2,-12,-6,-7,-2,44,-23,-6,-0.3
COc1ccc(/C=N/N=C2/NC(=O)CC(C(=O)O)S2)cc1 (stereo not given),-7,0.6,2,11,2,-5,3,-5,6,7,-0.3
CC1(C)C(=O)OC(c2c3ccccc3cc3ccccc23)C(C)(C)C1=O (stereo not given),-1,-0.9,-3,0,3,-7,-6,4,-2,0,-0.4
Cc1cccc(CN2C[C@]34C=C[C@@H](C[C@@H]3S2(=O)=O)O4)c1,2,-1.3,.,-7,8,-6,-6,0,-43,-8,2.1
CCN1C(=O)CC(C(=O)NCCc2ccc(S(N)(=O)=O)cc2)SC1=Nc1ccc(OC)cc1 (stereo not given),-9,0.9,0,-14,-2,-3,5,-18,-8,3,-0.7
CC(=O)Nc1ccc(OCC(O)CN2CCN(c3ccccc3Cl)CC2)cc1 (stereo not given),-8,-2.1,.,-15,-10,5,1,6,16,2,0.7
OCCCc1cn(-c2ccccc2)c2ccccc12,-1,-0.9,3,-13,-2,5,3,-14,.,-2,1.3
CCCCn1c(N)c(N(CCOC)C(=O)c2ccc(S(=O)(=O)N(CC)c3ccccc3)cc2)c(=O)[nH]c1=O,1,-0.4,2,-10,-24,2,5,-17,15,-3,-0.3
COc1ccc(Cc2nc(-c3ccc(Cl)cc3)no2)cc1,-2,0.5,-6,9,3,-1,3,19,.,0,-0.4
COc1ccccc1CN1C[C@@H]2C[C@@H](c3ccc(C)c(C)c3)N3CCC[C@@]23C1=O,-13,1.0,0,-12,-5,-4,3,5,7,-10,-0.6
CCOC(=O)CCNC(=O)Nc1ccc2nc(C)n(Cc3ccc(Cl)cc3)c(=O)c2c1,-1,-0.9,-1,10,4,.,-2,-11,-32,2,-0.4
CCCCOc1ccc(C(=O)NCC(=O)NNC(=O)C2COc3ccccc3O2)cc1 (stereo not given),14,0.0,-1,9,0,0,-3,13,15,-1,0.6
CCOP(=O)(OCC)c1nc(-c2ccc(Cl)cc2Cl)oc1N1CCOCC1,-7,-0.3,2,-18,-2,0,5,.,-9,1,-1.5
COc1cc(C(=O)O)cc(Br)c1OC1CCCC1,-5,0.1,1,10,-2,0,3,-14,2,-2,-0.5
O=C(Nc1ccn(Cc2ccccc2F)n1)c1ccc(COc2ccc(Br)cc2)cc1,-9,-0.6,-1,-8,-2,-5,0,11,.,3,-0.4
CC(C)OCCCNC(=S)NNC(=O)C(c1ccccc1)c1ccccc1,-3,-2.0,2,-6,-12,6,0,-7,-31,-5,-6.1
Nn1c(SCC(=O)NC2CCCCC2)nnc1-c1ccccc1F,-1,0.8,-2,-14,-7,-2,4,-12,-53,-7,-0.6
CCCCC(=O)NC1(C(F)(F)F)C(=O)Nc2c1c(=O)n(C)c(=O)n2C (stereo not given),-4,2.5,1,-15,-3,-1,-1,-4,-24,-4,-1.2
Cc1ccc(C)c(S(=O)(=O)N2CCCOC2CNC(=O)C(=O)NCc2ccc3c(c2)OCO3)c1 (stereo not given),-1,-1.3,1,-7,2,-16,3,1,16,-6,-10
O=C(O)CC/C(=N/NC(=O)CNC(=O)C(c1ccccc1)c1ccccc1)c1ccccc1,-4,-0.5,1,2,0,0,-4,11,-5,-2,-0.1

# Part of the list above in order of count of non-hydrogen atoms, falling:
SMILES,dFosB act,C-LANA FP,NSD2 inh,PvdQ inh,RTF Ca sens inh,Rtt109 Vps75,cardiac RTF act,SUMO Mot1 rescue,PfHsp90 set2,Keap1-Nrf2 PPI,CDK5 inh
O=C(Nc1ccn(Cc2ccccc2F)n1)c1ccc(COc2ccc(Br)cc2)cc1,-9,-0.6,-1,-8,-2,-5,0,11,.,3,-0.4
CC(C)OCCCNC(=S)NNC(=O)C(c1ccccc1)c1ccccc1,-3,-2.0,2,-6,-12,6,0,-7,-31,-5,-6.1
CCCCC(=O)NC1(C(F)(F)F)C(=O)Nc2c1c(=O)n(C)c(=O)n2C (stereo not given),-4,2.5,1,-15,-3,-1,-1,-4,-24,-4,-1.2

# Other results:
SMILES,dFosB act,C-LANA FP,NSD2 inh,PvdQ inh,RTF Ca sens inh,Rtt109 Vps75,cardiac RTF act,SUMO Mot1 rescue,PfHsp90 set2,Keap1-Nrf2 PPI,CDK5 inh
COc1cccc2cc(C(C)N(CCCN3CCOCC3)C(=S)Nc3cccc(C)c3)oc12 (stereo not given),-12,0.1,-1,24,-13,37,0,205,7,-2,-0.1
CC(C)(C)OC(=O)C[C@H]1C/C=C\C[C@@H](CC(=O)N(CCO)Cc2ccccc2)C(=O)N[C@H](Cc2c[nH]c3ccccc23)COC1=O,-22,0.7,.,-19,-6,-1,0,-14,-2,-7,1.1
Clc1ccc(NC2(c3nnnn3C3CCCCC3)CCCCC2)cc1,1,0.3,0,3,11,8,0,1,-6,1,-0.1
CCCCOc1ccccc1C1C(C(N)=O)=C(C)Nc2nnnn21 (stereo not given),-6,-1.1,-2,2,5,36,1,-15,1,-3,-0.3
CC(C)(C)OC(=O)C[C@@H]1C/C=C\C[C@H](CC(=O)N[C@H](CO)Cc2ccccc2)C(=O)N2CCC[C@H]2COC1=O,-8,-1.2,.,-21,1,8,3,-3,10,-2,-2.7
CCOc1cc(/C=C2/C(=O)ON=C2C)ccc1OCc1ccccc1F,-1,0.2,-1,23,4,11,9,-17,6,2,6.5
Cc1cccc(NC(=O)c2ccc([N+](=O)[O-])o2)c1,-2,2.0,0,2,-4,0,-1,65,-13,3,0.7
COc1ccc(C)cc1NC(=O)CCS(=O)(=O)c1cccc2nonc12,-2,0.2,.,6,-10,-3,4,-10,-25,3,-0.1
Cc1cc(C)c2sc(N(CCCN(C)C)C(=O)c3ccc(S(=O)(=O)N(C)C4CCCCC4)cc3)nc2c1,6,113,1,-7,-7,-4,-1,-47,15,-6,2.5
Fc1ccc(CSc2ncnc3c2oc2ccccc23)cc1,-1,-0.7,-1,12,1,-3,-5,15,-2,-5,.
CCCCNC(=O)N(C)c1nncnc1C(=O)NC,-3,2.5,0,5,-2,-12,-6,312,7,2,0.6
Cc1nnc2n(-c3ccccc3)c(=O)c3c4c(sc3n12)CCCC4,-7,-0.1,3,-5,0,-34,-4,21,15,0,-1.6
O=C(NCCc1ccccc1)c1ccco1,2,0.8,-1,-15,-11,-2,4,157,-7,1,-1.5
CC(=O)Nc1ccc(NC(=O)C(C)OC(=O)C2CCC2)cc1 (stereo not given),-6,-8.8,-1,4,3,-6,3,39,-20,0,-2.7
Cc1ccc(SCC(=O)OCC(=O)NC(C)c2ccc(F)cc2)cc1 (stereo not given),-2,-1.0,-1,0,-5,-3,2,17,-14,0,-0.3
CCCCCC(=O)NNC(=O)c1c(O)c2ccccc2n(CC)c1=O,-14,-1.5,13,2,4,6,1,22,22,-2,0.2
O=C(COC(=O)Cc1ccc(S(=O)(=O)N2CCCCC2)s1)Nc1ccc2c(c1)OCO2,-5,-0.1,1,-20,-7,10,4,-7,-13,-2,1.5
CCc1ccc(CNCc2cccnc2)cc1,-6,1.4,3,-17,3,14,0,34,-6,-6,-0.2
CCc1ccc2[nH]c(=O)c(CN(Cc3ccco3)C(=S)NCC3CCCO3)cc2c1 (stereo not given),-8,-1.4,4,2,-6,5,-3,-7,-19,-9,-2.8
CS(=O)(=O)Nc1ccc(C(=O)CSc2nnc(C3CC3)n2C2CC2)cc1,1,1.1,0,-19,4,-14,10,.,-15,-1,0.7

# Among those listed so far, these have an aryl methoxy group:
SMILES,dFosB act,C-LANA FP,NSD2 inh,PvdQ inh,RTF Ca sens inh,Rtt109 Vps75,cardiac RTF act,SUMO Mot1 rescue,PfHsp90 set2,Keap1-Nrf2 PPI,CDK5 inh
COc1ccc(/C=N/N=C2/NC(=O)CC(C(=O)O)S2)cc1 (stereo not given),-7,0.6,2,11,2,-5,3,-5,6,7,-0.3
CCN1C(=O)CC(C(=O)NCCc2ccc(S(N)(=O)=O)cc2)SC1=Nc1ccc(OC)cc1 (stereo not given),-9,0.9,0,-14,-2,-3,5,-18,-8,3,-0.7
COc1ccc(Cc2nc(-c3ccc(Cl)cc3)no2)cc1,-2,0.5,-6,9,3,-1,3,19,.,0,-0.4
COc1ccccc1CN1C[C@@H]2C[C@@H](c3ccc(C)c(C)c3)N3CCC[C@@]23C1=O,-13,1.0,0,-12,-5,-4,3,5,7,-10,-0.6
COc1cc(C(=O)O)cc(Br)c1OC1CCCC1,-5,0.1,1,10,-2,0,3,-14,2,-2,-0.5
COc1cccc2cc(C(C)N(CCCN3CCOCC3)C(=S)Nc3cccc(C)c3)oc12 (stereo not given),-12,0.1,-1,24,-13,37,0,205,7,-2,-0.1
COc1ccc(C)cc1NC(=O)CCS(=O)(=O)c1cccc2nonc12,-2,0.2,.,6,-10,-3,4,-10,-25,3,-0.1

# (list continues)
SMILES,dFosB act,C-LANA FP,NSD2 inh,PvdQ inh,RTF Ca sens inh,Rtt109 Vps75,cardiac RTF act,SUMO Mot1 rescue,PfHsp90 set2,Keap1-Nrf2 PPI,CDK5 inh
COc1ccc(CNC(=O)CN(C(=O)c2csnn2)c2cccc(C(C)=O)c2)cc1,-2,-1.3,1,-6,-7,8,3,6,2,-10,-3.1
O=C(O)c1cc(NC(=O)c2ccc3c(c2)C(=O)N(Cc2cccnc2)C3=O)cc(C(=O)O)c1,-6,-1.8,-1,-9,1,6,-1,165,1,1,-0.3
CCOc1ccccc1N(C(=O)Cn1nnnc1-c1ccc(C)o1)C(CC)C(=O)NC(C)(C)C (stereo not given),0,-2.9,.,-2,2,-4,-6,19,7,1,0.4
O=C1Nc2ncccc2OC1CCO (stereo not given),-9,0.2,0,-9,1,-12,5,10,23,2,-0.5
CC(CCC(=O)O)C1CC[C@H]2C3CCC4CC(=O)CCC4(C)[C@H]3CC(=O)C12C (stereo not given in full),-7,-8.6,43,0,4,9,-3,0,5,2,1.4
COc1ccc2c(c1)OC[C@H]1[C@@H]2N2C(=O)[C@@H](C)NC(=O)[C@@]2(C)[C@H]1c1ccccc1,5,0.6,.,-10,-2,1,-10,18,-6,-2,2.2
Cc1c(C(=O)OCCOc2ccc(Br)cc2)sc(=S)n1C,-2,1.2,-1,-2,-22,.,-1,-11,6,-7,0.0
CC(C)CCNC(=O)c1onc(CSc2ccc(F)c(F)c2)c1C(=O)NCCC(C)C,-3,-1.4,.,-7,7,-11,6,88,.,-7,-2.2
Cc1ccc([N+](=O)[O-])cc1S(=O)(=O)Nc1ccc(OCC(=O)N2CCOCC2)cc1,-2,-0.4,0,-11,-1,-4,-1,-19,13,-2,-2.1
CC1CCCN(C(=O)C2CCN(S(=O)(=O)c3ccccc3)CC2)C1 (stereo not given),8,-0.1,4,-1,7,-6,-3,-4,-11,-2,0.1
